# Compound activity deposited in PubChem BioAssay by National Center for Advancing Translational Sciences (NCATS).
# TSHR antag – Antagonists of the Thyroid Stimulating Hormone Receptor: HTS campaign; TSHR-expressing cells, TSH-stimulated cAMP HTRF, 2 h; stronger effect = lower value; 0.2% of 330,000 active; activity change, negative = inhibition, % at 11.5 µM;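 active = activity change below a set negative limit, meaning inhibition stronger than a set level, cut at about -70% in these data; inconclusive = activity change between two set negative limits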; also: % is scaled to controls: 0 for no effect and ±100 for the full control effect
#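 Read-out is FRET at 665 nm (cryptate excitation 337 nm) from a cryptate-tagged anti-cAMP antibody, competed by cell cAMP against cAMP-d2. Compounds are tested on freshly harvested TSHR cells challenged with 4nM TSH (EC80) for 2 hours at 37 deg C.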
# MBNL1-CUG inh – qHTS Assay for Inhibitors of MBNL1-poly(CUG) RNA binding; Potency, µM (doses to about 57.5 µM), inactives show top-dose activity change, negative = inhibition, most hits filed as inhibitors; 0.036% of 280,000 active; TR-FRET MBNL1-His/biotin-(CUG)12 binding, 665/545 ratio; AID 2675, 2010; Muscleblind-like protein 1 (Homo sapiens), Q9NR56; active = well fitted inhibition curve with a large enough effect in the signal ratio, with a control signal flat, not every such curve was filed as active; inconclusive = small, poorly fitted or top-dose-only effect, or effect the other way, or a change in a side signal; inactive = no such curve, though single readings can be large or run the other way; the % refers to the signal ratio; also: potency is read from the fitted curve at half-maximal effect; % is scaled to controls: 0 for no effect and ±100 for the full control effect
# Target sequence (Q9NR56 whole entry, looked up): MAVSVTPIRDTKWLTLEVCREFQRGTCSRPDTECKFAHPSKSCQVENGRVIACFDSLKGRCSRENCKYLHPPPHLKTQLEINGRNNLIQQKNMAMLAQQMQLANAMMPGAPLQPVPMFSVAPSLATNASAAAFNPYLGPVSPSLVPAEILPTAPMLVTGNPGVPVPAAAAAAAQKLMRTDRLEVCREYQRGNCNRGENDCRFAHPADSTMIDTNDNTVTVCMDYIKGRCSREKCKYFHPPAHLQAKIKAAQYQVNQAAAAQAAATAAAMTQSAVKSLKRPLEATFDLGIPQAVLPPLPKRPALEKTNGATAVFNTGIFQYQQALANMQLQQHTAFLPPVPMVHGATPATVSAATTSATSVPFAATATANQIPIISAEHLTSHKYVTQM
#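 TR-FRET readout: Ex 340 nm, 665/545 nm emission ratio, normalized to buffer-only (basal) and MBNL1-(CUG)12 controls. Complex of MBNL1-His with Biotin-(CUG)12, compounds 92 nM–58 uM, incubated 60 min at room temperature.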
# Menin MLL FP TR – qHTS Assay for Inhibitors Targeting the Menin-MLL Interaction in MLL Related Leukemias: Competition With Texas Red Labeled MLL-derived Mutant Peptide | Potency, µM (highest dose often 61.6 µM), for inactives: at the top dose FP activity change, negative = inhibition, most hits filed as inhibitors | 0.23% of 270,000 active | AID 1768, 2009 | O00255 | Menin + Texas Red MLL mutant peptide, fluorescence polarization; active = well fitted inhibition curve with a large enough effect in the polarisation, with a control signal flat, not every such curve was filed as active; inconclusive = small, poorly fitted or top-dose-only effect, or effect the other way, or a change in a side signal; inactive = no such curve, though single readings can be large or run the other way; the % refers to the polarisation; also: potency is read from the fitted curve at half-maximal effect; % of control where 0% means no effect; many of its hits are not listed in these tables
# Mito fusion yeast – qHTS Assay for Small Molecule Inhibitors of Mitochondrial Division or Activators of Mitochondrial Fusion | S. cerevisiae fusion-defective mutant growth rescue, CellTiterGlo 48 h | Potency, µM (titrated, usually from 46.1 µM), without a hit: at the highest dose growth rescue (activation), actives largely listed as activators | 0.23% of 320,000 active;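 also: potency is read from the fitted curve at half-maximal effect; % of control where 0% means no effect; nearly all actives have a fitted effect of over 45% in size; temperature-sensitive fusion mutants such as fzo1-1 at 37 °C on non-fermentable ethanol glycerol medium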
#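 Compounds are tested for their ability to restore growth of mitochondrial fusion-defective yeast strains at non-permissive 37C in YPEG medium over 48 hours. Viability is quantified by luciferase luminescence.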
# TCR activator – Activators of T cell receptors: qHTS campaign. Potency, µM (doses to about 9.22 µM), inactives show top-dose activation of IL-2 secretion, actives largely listed as activators. AID 504894, 2011. primary human leukocytes, anti-CD3, IL-2 HTRF, 48 h. 330,000 tested, under 10 active; also: % of control where 0% means no effect
#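 IL-2 produced over 48 hr by a-CD3 bead-stimulated primary human leukocytes exposed to compounds was detected with a homogeneous time-resolved FRET immunoassay, 665nm acceptor signal after 320nm excitation.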
# TSG101-PTAP inh – qHTS Assay for Iinhibitors of HIV-1 Budding by Blocking the Interaction of PTAP/TSG101 | 340,000 tested, under 10 active | Tumor susceptibility gene 101 protein (Homo sapiens), Q99816 | Potency, µM (highest dose often 115 µM), for the others: at the top dose activity change, negative = inhibition, actives largely listed as inhibitors | Fluorescence polarization, FITC-PTAP peptide / Tsg101 binding; active = well fitted inhibition curve with a large enough effect in the main read-out, with a control signal flat, not every such curve was filed as active; inconclusive = small, poorly fitted or top-dose-only effect, or effect the other way, or a change in a side signal; inactive = no such curve, though single readings can be large or run the other way; also: potency is read from the fitted curve at half-maximal effect; % of control where 0% means no effect
#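 Tsg101 binding domain (10 uM final) was mixed with compound and a FITC-labeled PTAP peptide (50 nM final) in HEPES pH 7.5 buffer with NaCl, Tween 20, EDTA and TCEP; fluorescence polarization was read after 20 min at r.t.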
# CXXC DNA block – qHTS Fluorescence Polarization Assay for Inhibitors of MLL CXXC domain - DNA interaction. Histone-lysine N-methyltransferase 2A (Homo sapiens), Q03164. MLL-CXXC / FITC-HOXA9 DNA fluorescence polarization. Potency, µM (titrated, usually from 115 µM), without a hit: at the highest dose activity change, negative = inhibition, usual class: inhibitors. 0.037% of 290,000 active. AID 2662, 2010; active = well fitted inhibition curve with a large enough effect in the polarisation, with a control signal flat, not every such curve was filed as active; inconclusive = small, poorly fitted or top-dose-only effect, or effect the other way, or a change in a side signal; inactive = no such curve, though single readings can be large or run the other way; the % refers to the polarisation; also: potency is read from the fitted curve at half-maximal effect
#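 Fluorescence polarization: 7 uM MLL-CXXC (stock) preincubated 5 min with compounds, then 50 nM fluorescein-HOX-A9 DNA (stock) added; 30 min ambient. Buffer 50 mM Tris-HCl pH 7.5, 50 mM NaCl, 1 mM DTT, 0.05% BSA.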
# ASM inhibitor – Inhibitors of Secretory Acid Sphingomyelinase (S-ASM): qHTS; 0.006% of 340,000 active; Potency, µM (series often up to 57.5 µM), for inactives: at the top dose activity change, negative = inhibition, most hits filed as inhibitors; Sphingomyelin phosphodiesterase (Homo sapiens), P17405; placental ASM, HMU-PC fluorogenic substrate, 60 min; also: potency is read from the fitted curve at half-maximal effect
# Target sequence (P17405 47-631 limits assumed): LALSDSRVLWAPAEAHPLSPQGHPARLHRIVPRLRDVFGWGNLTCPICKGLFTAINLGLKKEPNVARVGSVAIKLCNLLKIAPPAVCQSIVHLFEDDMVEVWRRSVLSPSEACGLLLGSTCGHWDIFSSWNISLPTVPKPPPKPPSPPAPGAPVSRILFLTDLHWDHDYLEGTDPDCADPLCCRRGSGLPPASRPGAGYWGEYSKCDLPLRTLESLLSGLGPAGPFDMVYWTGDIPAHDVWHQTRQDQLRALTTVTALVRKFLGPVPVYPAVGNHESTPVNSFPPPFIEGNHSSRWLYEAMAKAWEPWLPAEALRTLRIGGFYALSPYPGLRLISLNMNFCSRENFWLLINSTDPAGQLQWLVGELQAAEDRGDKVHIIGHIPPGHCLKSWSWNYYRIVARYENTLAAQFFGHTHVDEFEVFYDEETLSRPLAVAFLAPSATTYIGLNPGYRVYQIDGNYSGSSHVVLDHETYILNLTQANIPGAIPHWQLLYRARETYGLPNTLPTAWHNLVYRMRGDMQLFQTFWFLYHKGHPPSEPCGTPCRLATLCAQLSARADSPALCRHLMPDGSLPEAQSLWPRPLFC
#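 Human placenta-derived ASM enzyme was preincubated with compound for 10 minutes at room temperature, then given fluorogenic substrate HMU-PC0 (9 uM final) for 60 minutes at 37 °C; a pH 10 stop preceded fluorescence reading at Ex 386/Em 447 nm.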
# A-T KAP1 phos – qHTS Assay for Identifying a Potential Treatment of Ataxia-Telangiectasia; […] A-T fibroblasts, KAP-1 phosphorylation AlphaLISA; neocarzinostatin DNA damage 30 min before lysis; Potency, µM (top dose mostly 57.5 µM), without a hit: at the highest dose activation, actives largely listed as activators; 0.19% of 320,000 active; AID 485349, 2010; also: potency is read from the fitted curve at half-maximal effect; % of control where 0% means no effect; nearly all actives have a fitted effect of over 45% in size
#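 hTERT-immortalized A-T patient fibroblasts ([…]), 500 cells/well in OPTI-MEM, 1% FBS, got compounds for 60 min, then NCS for 30 min at 37C. Lysates were then assayed for phospho-KAP-1 by AlphaLISA (anti-pKAP1 donor, anti-KAP1 acceptor beads), 6 hr at 25C.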
# a7 integrin act – qHTS for Activators of Integrin-Mediated Alleviation for Muscular Dystrophy. Potency, µM (highest dose often 38.3 µM), for the others: at the top dose activation, usual class: activators. alpha7betagal myoblasts, beta-gal FDG fluorescence, 48 h. 0.064% of 350,000 active;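 also: potency is read from the fitted curve at half-maximal effect; 100% = response of the positive control SU9516; nearly all actives have a fitted effect of over 60% in size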
#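 alpha7betagal+/- myoblasts (passage 13, 250/well) treated 48 h at 37C with compounds at 1:260 dilution of DMSO stock. Lysed, then beta-galactosidase activity read as FDG fluorescence (ex 480/em 540) after 30 min, with pre-read for autofluorescence.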
# Starred values were filed as active, the others as inactive; ? = inconclusive; . = no result given; & = joins results of further samples; [ ] = another dose, or the depositor's remark. Unless noted, calls follow the shape of the dose curve; as a rule, active = well fitted curve in the direction sought with a large enough effect; inconclusive = small, poorly fitted or top-dose-only effect, or another doubt; inactive = no such curve, though single readings can be large; an effect the other way counts as inactive or inconclusive. Only part of the results is shown; rates above refer to the full screens.
SMILES,TSHR antag,MBNL1-CUG inh,Menin MLL FP TR,Mito fusion yeast,TCR activator,TSG101-PTAP inh,CXXC DNA block,ASM inhibitor,A-T KAP1 phos,a7 integrin act
N#Cc1c(N)n(-c2ccccc2)c(=O)c2cc([N+](=O)[O-])ccc12,-1.5,?,19.7%,-3.0%,-2.7%,0.0%,-1.0%,14.3%,2.3%,12.3%
CCC(C)NC(=O)c1ccc(C)c(NC(=O)C2=C(C)OCCS2)c1 (stereo not drawn),8.3,-3.2%,-20.1%,6.4%,-6.5%,0.1%,2.2%,2.9%,6.1%,-9.2%
c1ccc(CNc2nc3ccccc3n2CCN2CCOCC2)nc1,9.7,1.5%,-0.1%,-1.9%,-2.2%,-5.8%,3.5%,-0.2%,20.4%,10.7%
O=C(CSc1nnc(-c2n[nH]c3ccccc23)n1-c1ccccc1)Nc1ccccc1Cl,-9.9,-10.3%,3.3%,-3.5%,2.6%[46.1 µM],-0.1%,3.9%,-9.8%,.,-32.0%
CCCN(CCC)Cc1c(C(=O)N/N=C/c2cccs2)nnn1-c1nonc1N,-21.1,11.1%,17.6%,0.3%,-1.4%,0.3%,15.0%,-1.7%,-2.7%,5.7%
O=C1C=C(c2ccccc2)OC(=O)C1C(=O)c1ccccc1 (stereo not drawn),-6.3&-8.0,-1.2%,-1.4%,3.3%&4.8%,6.2%,-0.8%,-8.7%&2.0%,2.9%,-4.3%&3.9%,11.8%
O=C(O)c1ccccc1OC(=O)C12CC3CC(CC(C3)C1)C2,-6.8,5.9%,-0.3%,0.8%,-1.9%,-2.4%,-2.4%,-1.9%,-0.5%,-22.6%
Cc1cc(C)c2nc(N(CCCN(C)C)C(=O)c3ccc4c(c3)OCCO4)sc2c1,18.2,.,.,-11.4%,5.3%,-7.6%,.,-2.0%,14.8%,-72.6%[inhibitor]
CC1CN(C(=O)CCC(=O)N2CCCCC2)c2cc(Cl)ccc2O1 (stereo not drawn),2.5,-1.7%,.,1.3%,0.0%,-0.3%,4.4%,-0.2%,14.4%,-18.9%
COc1ccc(-c2c(O)c(C#N)c(-c3ccccc3)n(-c3ccc(OC)cc3)c2=O)cc1,-5.6,13.1%,-0.8%,-1.6%,2.6%[46.1 µM],-0.1%,12.1%,4.3%,-12.6%,19.8%
COc1ccccc1CNC(=O)C(=O)NCC1OCCN1C(=O)c1ccc(Cl)cc1 (stereo not drawn),-2.6,-1.8%,.,0.0%,-2.6%,-9.6%,-3.1%,0.9%,0.0%,-20.2%
COc1ccccc1C1N(c2ccc(Cl)cc2)C(=O)C2CCCN21 (stereo not drawn),4.9,12.8%,-9.1%,-4.4%,-7.4%,-0.9%,3.8%,-2.2%,5.2%,2.1%
CC1(c2ccccc2)NC(=O)N(CC#N)C1=O (stereo not drawn),0.7,-4.3%,9.7%,12.3%,-5.4%,-1.7%,1.6%,0.4%,0.8%,8.1%
O=C1c2ccccc2NC2CCCCC12 (stereo not drawn),-8.3,-11.0%,2.3%,?,-2.8%,-3.9%,13.5%,5.5%,1.6%,11.9%
Cc1ccc(C)c(C(=O)NC2CC(C)(C)NC(C)(C)C2)c1,3.9,-4.0%,22.4%,-4.8%,4.5%,-5.7%,-3.6%,7.0%,1.0%,0.0%
NC(=O)CNC(=O)[C@@H]1CC2(CC(c3ccccc3)=NO2)CN1C(=O)c1ccc(Br)cc1 (stereo partly drawn),21.7,-23.6%,5.5%,1.5%,2.7%,-6.2%,21.4%,-1.5%,-1.4%,14.3%
Cc1cc2c(cc1S(=O)(=O)N1CCOCC1)NC(=O)CO2,-0.3,-1.0%,14.4%,-3.2%,-2.5%,-1.9%,5.3%,1.4%,3.9%,5.8%
Cc1ccc(OCCn2cncn2)c([N+](=O)[O-])c1,-5.8,11.4%,12.4%,4.2%,-3.2%,-3.8%,-11.6%,-2.4%,4.2%,-3.9%
FC(F)(F)c1cc(C(F)(F)F)c2ccc(N/N=C/c3ccccc3)nc2n1,30.2,-5.7%,-9.4%,-1.6%,1.2%,4.4%,-10.8%,0.8%,0.0%,13.0%
COc1cccc(NC(=O)CN(C)C(=O)c2ccc(COc3ccccc3)o2)c1,5.1,.,.,-6.2%,.,-7.8%,.,1.9%,3.0%,15.9%
CCn1cnc2c1c(=O)n(CC(=O)Nc1ccc3c(c1)OC(F)(F)O3)c(=O)n2Cc1ccccc1,2.8,-4.6%,.,-3.3%,-3.0%,-5.9%,12.2%,-13.3%,1.6%,43.4%
Cc1ccc(C(=O)Nc2ccnc(-c3ccncc3)n2)cc1,-2.3,-3.1%,-5.6%,-2.4%,0.0%,0.1%,1.1%,-0.6%,12.1%,22.9%
COCCOC(=O)C1=C(C)Nc2nc(C)nn2C1c1ccccc1 (stereo not drawn),-7.7,-2.6%,-8.3%,-1.8%,4.5%,-2.5%,-8.7%,1.9%,2.7%,11.9%
Cc1cccc(NC(=S)NC2CCCC2)n1,-8.5,-1.6%,-18.6%,-8.2%,10.1%,-3.2%,?,-0.5%,1.6%,-48.0%[inhibitor]
CCC(=O)Nc1ccc(S(=O)(=O)Nc2cc(C)on2)cc1,-2.6,-6.8%,3.2%,0.9%,-1.5%,-3.8%,3.7%,0.2%,-1.5%,16.3%
COc1ccc(N2CCN(C(=O)c3cc(-c4cc(OC)ccc4OC)nc4ccccc34)CC2)cc1,-17.4,1.4%,-3.4%,0.9%,4.5%,.,2.1%,-9.7%,-13.7%,24.1%
BrC(=C\c1ccccc1)/C=N/N1CCN(Cc2ccccc2)CC1,5.0,7.0%,-13.8%,9.1%,-4.7%,-0.5%,3.9%,-4.2%,-3.5%,0.0%
COC(=O)NCc1ccc(S(=O)(=O)N2CCOCC2)cc1,15.2,-4.1%,0.5%,1.8%,-0.3%,-7.9%,-5.7%,2.0%,-1.5%,10.1%
CCC(=O)Nc1ccc(-n2nnnc2SCC(=O)NNC(=O)c2ccco2)cc1,-2.1,2.7%,.,-1.2%,-4.2%,-7.5%,-4.6%,1.6%,4.5%,17.7%
COc1ccc(C(=O)OCc2nc(N)nc(Nc3ccccc3C)n2)cc1OC,2.3,.,-18.8%,11.6%,.,4.1%,1.4%,-2.2%,-7.2%,0.0%
Cc1c(C(=O)N2CCCC(C(F)(F)F)C2)oc2ccccc12 (stereo not drawn),-7.1,.,.,6.2%,2.5%,-2.0%,.,1.2%,0.1%,8.5%
CCOC(=O)c1ccccc1NC(=O)CSc1ccc(-c2cccnc2)nn1,-11.7,-8.1%,8.9%,?,8.0%,-6.5%,12.2%,-3.4%,1.9%,-14.3%
CN(CC(=O)Nc1n[nH]c(=S)s1)S(=O)(=O)c1cccc2cccnc12,-0.8,-11.3%,10.5%,-5.4%,-0.1%,1.4%,0.3%,0.7%,4.3%,13.5%
CC1CC(C)CN(C(=O)c2cc(S(=O)(=O)N3CCCCC3)ccc2Cl)C1 (stereo not drawn),-1.5,.,.,0.1%,-0.4%,-3.4%,.,3.4%,14.0%,28.4%
O=C(CC1C(=O)NCCN1C/C=C/c1ccccc1)NCCc1ccncc1 (stereo not drawn),11.4,-2.4%,-29.1%,2.2%,-1.0%,7.1%,1.5%,5.2%,-3.5%,-11.0%
O=C(CCc1ccc(S(=O)(=O)N2CCOCC2)cc1)Nc1ccc2ccccc2c1,-0.9,1.5%,?,5.6%,-1.5%,-11.0%,2.7%,-10.5%,7.0%,-27.7%
